Assay outcomes from PubChem BioAssay.
GLP1R ag: qHTS of GLP-1 Receptor Agonists; Glucagon-like peptide 1 receptor (Homo sapiens), P43220; HEK293 GLP-1R CRE-luciferase, luminescence, 4-6 h; cells express a hypersensitive GLP-1R form; Potency, µM (highest dose often 45.6 µM), inactives show at the highest dose activation, hits mostly activators; 380,000 tested, 0.007% active; AID 624172, 2012; also: potency is read from the fitted curve at half-maximal effect; % of control where 0% means no effect
Target sequence (P43220 whole entry, looked up): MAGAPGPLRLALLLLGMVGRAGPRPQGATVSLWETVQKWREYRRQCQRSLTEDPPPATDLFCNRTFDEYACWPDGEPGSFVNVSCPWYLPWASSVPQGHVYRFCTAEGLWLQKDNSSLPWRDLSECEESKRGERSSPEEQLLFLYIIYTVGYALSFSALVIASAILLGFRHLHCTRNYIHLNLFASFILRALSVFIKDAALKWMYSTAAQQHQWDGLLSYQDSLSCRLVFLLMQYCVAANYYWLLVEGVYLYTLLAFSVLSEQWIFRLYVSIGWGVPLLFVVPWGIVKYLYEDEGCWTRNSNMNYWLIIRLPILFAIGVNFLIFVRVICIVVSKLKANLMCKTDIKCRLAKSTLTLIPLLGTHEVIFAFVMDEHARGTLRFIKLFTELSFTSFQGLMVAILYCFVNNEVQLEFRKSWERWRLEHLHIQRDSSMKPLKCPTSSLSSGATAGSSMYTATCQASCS
PLK1 PBD inh: qHTS for Inhibitors of PLK1-PDB (polo-like kinase 1 - polo-box domain): Primary Screen; Potency, µM, without a hit: max response, negative = inhibition, actives largely listed as inhibitors; Serine/threonine-protein kinase PLK1 (Homo sapiens), P53350; Plk1 PBD binding of FITC phosphopeptide, fluorescence polarization; 360,000 tested, 2.8% active; AID 720504, 2013; also: potency is read from the fitted curve at half-maximal effect; series mostly up to about 57 µM; % is scaled to controls: 0 for no effect and ±100 for the full control effect; nearly all actives have a fitted effect of over 65% in size
HEK293 tox: qHTS of GLP-1 Receptor Inverse Agonists: Cytotox Screen | HEK293 cAMP-luciferase reporter cells, luminescence, 24 h | Potency, µM (series often up to 38.3 µM), for inactives: at the top dose activity change, negative = inhibition, most hits filed as inhibitors | 410,000 tested, 0.13% active;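 also: loss of luciferase light is scored as toxicity; potency is read from the fitted curve at half-maximal effect; % is scaled to controls: 0 for no effect and ±100 for the full control effect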
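Here, cytotoxicity is scored as loss of luminescence. The MLSMR collection was tested on cells seeded in medium containing 10% Nu serum, with a 24 hr compound exposure preceded by 12 hours of culture.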
EPAC1 antag: qHTS for Antagonist of cAMP-regulated guanine nucleotide exchange factor 3 (EPAC1): primary screen. Rap guanine nucleotide exchange factor 3 (Homo sapiens), O95398. EPAC1 GEF assay, Rap1b-BODIPY-GDP exchange fluorescence. Potency, µM (titrated, usually from 115 µM), inactives show at the top dose activity change, negative = inhibition, most hits filed as inhibitors. 360,000 tested, 0.14% active;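 also: potency is read from the fitted curve at half-maximal effect; plate controls were vehicle for no effect and positive control for full effect; nearly all actives have a fitted effect of over 50% in size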
PI5P4K alpha inh: qHTS for Inhibitors of phosphatidylinositol 5-phosphate 4-kinase (PI5P4K); Phosphatidylinositol 5-phosphate 4-kinase type-2 alpha (Homo sapiens), P48426; 330,000 tested, 1.2% active; max response, %; PI5P4Kalpha enzyme, ADP-Glo luminescence, 60 min; stronger effect = lower value; active = max response of -50% or lower; inconclusive = between -30% and -50%; inactive = -30% or higher; also: value at the top dose of about 77 µM; % is scaled to controls: 0 for no effect and ±100 for the full control effect
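Quantitative HTS of the MLSMR library against PI5P4Kalpha with substrate. ATP added last at 5 microM final; room temperature, 60 minutes. Remaining ATP depleted, ADP converted and read as luminescence.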
IL-2 act: qHTS of IL-2 Activators. AID 652025, 2013. IL-2 activation reporter assay, cell-based qHTS; stimulated with anti-CD3/CD4/CD28 beads; in transgenic mouse T cells. 360,000 tested, 0.065% active. activation, % (series mostly up to about 46 µM); in the data active = activation above about 50%; inconclusive = mostly about 30% to 49%; also: 0% is about no effect
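Screening format: compound pinned onto unstimulated transgenic mouse T cells, 60 min incubation, then anti-CD3/anti-CD4/anti-CD28 bead stimulation for 18 hours at 37 degrees C, followed by EGFP and DsRed detection.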
EPAC1 agonist: qHTS for Agonist of cAMP-regulated guanine nucleotide exchange factor 3 (EPAC1): primary screen | Potency, µM (top dose mostly 154 µM), inactives show at the highest dose activation, hits mostly activators | EPAC1 agonist qHTS, biochemical assay; response scale: 100% = response to 6.5 mM cAMP | 360,000 tested, 0.073% active | AID 720707, 2013; also: potency is read from the fitted curve at half-maximal effect; nearly all actives have a fitted effect of over 60% in size
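Fluorescent GDP-exchange assay: 100 nM EPAC1 with 250 nM Rap1B preloaded with BODIPY-GDP and 50 uM GDP; compounds tested as concentration series, 5 min at room temperature, then read every 5 min for 30 min (ex 480/em 540 nm); normalized to 6.5 mM cAMP.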
GLP1R inv ag: qHTS of GLP-1 Receptor Inverse Agonists (Inhibition Mode). Glucagon-like peptide 1 receptor (Homo sapiens), P43220. Potency, µM (top dose mostly 38.3 µM), for inactives: at the top dose activity change, negative = inhibition, most hits filed as inhibitors. HEK293 GLP-1R CRE-luciferase, luminescence, 24 h; GLP-1R form is constitutively active. 410,000 tested, 1.6% active; also: potency is read from the fitted curve at half-maximal effect; % is scaled to controls: 0 for no effect and ±100 for the full control effect; nearly all actives have a fitted effect of over 55% in size
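Using stably transfected HEK293 (constitutively active GLP-1R, cAMP-luciferase reporter), compounds were incubated 24 hr and luciferase measured by luminescence.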
PTHR1 ag: qHTS for PTHR1 Agonists: Primary Screen. Potency, µM (top dose mostly 115 µM), for inactives: at the highest dose activation, most hits filed as activators. HEK293 GP2 PTHR1 cells, GloSensor cAMP luminescence, 1 h. Parathyroid hormone/parathyroid hormone-related peptide receptor (Homo sapiens), Q03431. 410,000 tested, 0.075% active; also: potency is read from the fitted curve at half-maximal effect; nearly all actives have a fitted effect of over 55% in size; some results filed as inactive show a strong effect at the top dose; inactives centre near -15; many of its hits are not listed in these tables
Target sequence (Q03431 whole entry, looked up): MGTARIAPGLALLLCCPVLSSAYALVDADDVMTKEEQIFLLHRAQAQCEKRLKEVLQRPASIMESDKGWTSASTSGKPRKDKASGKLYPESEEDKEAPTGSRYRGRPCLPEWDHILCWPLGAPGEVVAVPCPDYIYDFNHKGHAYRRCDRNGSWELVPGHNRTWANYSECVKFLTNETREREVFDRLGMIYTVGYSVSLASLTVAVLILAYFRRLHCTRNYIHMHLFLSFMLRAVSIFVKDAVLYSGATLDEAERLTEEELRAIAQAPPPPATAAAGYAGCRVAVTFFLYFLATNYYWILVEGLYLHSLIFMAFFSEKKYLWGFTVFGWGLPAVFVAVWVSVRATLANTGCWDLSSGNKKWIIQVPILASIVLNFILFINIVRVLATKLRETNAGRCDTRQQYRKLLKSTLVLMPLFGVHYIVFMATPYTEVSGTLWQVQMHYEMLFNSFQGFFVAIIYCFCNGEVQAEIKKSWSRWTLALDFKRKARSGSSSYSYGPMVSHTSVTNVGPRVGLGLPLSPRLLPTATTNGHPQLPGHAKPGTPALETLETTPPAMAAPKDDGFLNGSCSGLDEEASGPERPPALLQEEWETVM
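HEK-293-derived GP2 cells expressing PTHR1 and a GloSensor cAMP reporter, 3,000/well, plated overnight, given luciferin plus IBMX (each 0.5 mM as added) for 1 h at 37 °C, then compound for 1 h at 37 °C. Luminescence was read after 15 min at room temperature.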
* = called active by the depositor; i = inactive; u = inconclusive; x = no result given; & = joins results of further samples; [ ] = another dose, or the depositor's remark. Unless noted, calls follow the shape of the dose curve; as a rule, active = well fitted curve in the direction sought with a large enough effect; inconclusive = small, poorly fitted or top-dose-only effect, or another doubt; inactive = no such curve, though single readings can be large; an effect the other way counts as inactive or inconclusive. Only part of the results is shown. The share of hits here may be higher or lower than overall.

no.	SMILES	GLP1R ag	PLK1 PBD inh	HEK293 tox	EPAC1 antag	PI5P4K alpha inh	IL-2 act	EPAC1 agonist	GLP1R inv ag	PTHR1 ag
1	CC1CC(C)CN(C(=O)c2ccc(C(=O)c3ccccc3)cc2)C1 (stereo not drawn)	1.3%	0.3%	-5.8%	7.1%	6.8	-2.0	1.8%	u	-16.8%
2	Cc1nn2c(NCc3cccnc3)c3c(nc2c1-c1ccccc1)CCC3	14.8%	-9.2%	u	-1.6%	4.4	-0.5	10.9%	u	-36.1%[inhibitor]
3	N/C(=N\OC(=O)c1cccs1)c1cccc(Br)c1	24.7%	-20.5%	-3.0%	0.6%	1.2	0.1	14.3%	41.3%[activator]	-20.4%
4	COc1ccc(NC(=O)CCN=C2NS(=O)(=O)c3ccccc32)cc1S(=O)(=O)N(C)C	-0.9%	-11.5%	0.4%	-2.8%	1.1	1.4	2.6%	12.3%	i
5	Cc1ccccc1CN(c1ccc(C(=O)N/N=C/c2ccc(OCC(N)=O)cc2)cc1)S(C)(=O)=O	3.0%	-13.5%	28.4%	u	-6.7	1.2	-6.8%	4.7%	-17.0%
6	COC(=O)c1ccccc1NC(=O)c1cc(C2CC2)on1	-4.8%	-7.2%	26.0%	4.7%	-0.8	-1.5	-25.7%	7.9%	i
7	CCC/C(C)=N/NC(=O)c1ccccc1O	7.9%	-10.1%	-9.5%	11.0%	-7.9	2.6	6.6%	13.4%	i
8	COc1ccc(N(CC(=O)Nc2ccc(OC)cc2OC)S(=O)(=O)c2ccccc2)cc1	0.4%	1.3%	-13.3%[7.66 µM]	-16.7%	0.6	-0.1	4.6%	-29.3%[7.66 µM]	i
9	COCCn1c2nc(=O)n(-c3ccccc3)c(=O)c-2nc2ccccc21	3.6%	3.77µM*	320.6%[activator]	212.6%[activator]	9.8	-0.5	89.1µM*	u	i
10	CCC1C(=O)n2nc(-c3ccccc3)cc2N=C1C (stereo not drawn)	-0.1%	0.8%	-23.6%	7.0%	x	-1.9	-7.4%	2.8%	-11.6%[57.5 µM]
11	COc1ccc(C(=O)CN2C(=O)NC3(CCCCCC3)C2=O)c(OC)c1	-17.6%	-1.6%	-5.5%	0.9%	-7.2	0.1	-5.5%	7.5%	-9.2%
12	Fc1ccc(CNn2cnnc2SCc2ccc(F)cc2)cc1	1.0%	-2.4%	-4.8%	3.9%	x	-1.3	-0.9%	-5.3%	-0.6%[57.5 µM]
13	CCOC(=O)N1CCN(S(=O)(=O)c2ccc(C)cc2)C1	-1.1%	-13.5%	0.7%	0.8%	-4.2	0.7	-5.2%	9.3%	-7.3%
14	COc1cc(NC(=O)c2sc3ncn(CC(=O)N4CCC(C)CC4)c(=O)c3c2C)cc(OC)c1OC	1.6%	-0.3%	1.2%	2.1%	-1.6	-2.8	-6.2%	0.4%	i
15	CCOC(=O)C(=NC1CCS(=O)(=O)C1)NNc1cc(Cl)ccc1Cl (stereo not drawn)	1.1%	2.9%	u	-20.0%	22.1	-1.6	2.6%	u	i
16	O=C(c1ccccc1)N(NC(=O)C(O)(c1ccccc1)c1ccccc1)c1cccc(F)c1	4.4%	-1.8%	-13.6%	-1.9%	-5.6	-0.6	2.9%	1.0%	i
17	O=C(CN(Cc1ccc(Br)cc1)S(=O)(=O)c1ccccc1)NCc1ccncc1	11.1%	-6.4%	2.7%	-21.8%	3.8	-2.0	9.7%	2.0%	-3.8%
18	O=C(N/N=C/CCc1ccccc1)C1CCCCC1	-1.8%	-1.3%	-7.7%	5.0%	7.9	-2.1	6.5%	6.1%	i
19	Cc1nn(C)c(C)c1C1C(C#N)=C(N)OC2=C1C(=O)CCC2 (stereo not drawn)	-1.0%	8.2%	-5.6%[1.53 µM]	29.1%	2.8	0.7	-3.0%	14.8%	-58.3%[inhibitor]
20	CCOC(=O)c1ccccc1NC(=O)Cn1c(=O)n(Cc2ccc(C(=O)NCc3ccc4c(c3)OCO4)cc2)c(=O)c2ccccc21	0.6%	x	-5.6%	x	x	x	x	6.4%	i

Whole records as entered above:
`O=C(CN(Cc1ccc(Br)cc1)S(=O)(=O)c1ccccc1)NCc1ccncc1` is entered as GLP1R ag = 11.1%; PLK1 PBD inh = -6.4%; HEK293 tox = 2.7%; EPAC1 antag = -21.8%; PI5P4K alpha inh = 3.8; IL-2 act = -2.0; EPAC1 agonist = 9.7%; GLP1R inv ag = 2.0%; PTHR1 ag = -3.8%
`COc1ccc(C(=O)CN2C(=O)NC3(CCCCCC3)C2=O)c(OC)c1` is entered as GLP1R ag = -17.6%; PLK1 PBD inh = -1.6%; HEK293 tox = -5.5%; EPAC1 antag = 0.9%; PI5P4K alpha inh = -7.2; IL-2 act = 0.1; EPAC1 agonist = -5.5%; GLP1R inv ag = 7.5%; PTHR1 ag = -9.2%

The list continues:
no.	SMILES	GLP1R ag	PLK1 PBD inh	HEK293 tox	EPAC1 antag	PI5P4K alpha inh	IL-2 act	EPAC1 agonist	GLP1R inv ag	PTHR1 ag
21	C=CCC[C@H](Cc1ccc(F)cc1)C(=O)OC[C@@H]1CCCN1C(=O)[C@@H](CC=C)CC(=O)NCCO	1.6%	5.3%	11.7%	-9.3%	-0.7	0.1	-3.7%	-19.7%	-22.0%
22	O=S(=O)(c1cccc2nsnc12)N1CCc2ccccc2C1	13.5%	-3.1%	3.5%	10.6%	x	-2.5	4.6%	0.0%	-1.6%[57.5 µM]
23	CCOC(=O)c1c(NC(=O)CSC(=S)N(C)C)sc(C)c1C	0.6%	-11.8%	-20.4%	10.4%	-0.8	-0.2	15.9%	38.1%[activator]	i
24	COC(=O)c1ccc2c(=O)n(CC3CCCO3)c(SCC(=O)Nc3ccc(OC)cc3OC)nc2c1 (stereo not drawn)	1.0%	-7.2%	-0.3%	-17.8%	-0.9	0.3	5.9%	8.3%	-2.6%
25	Cc1ccc(S(=O)(=O)NNC(=O)Nc2ccc([N+](=O)[O-])cc2)c(C)c1	-8.3%	-10.4%	2.6%	4.9%	10.3	-2.9	3.6%	-7.8%	-29.5%
26	COc1ccc(C(=O)N/C(=C\c2cn(C)c3ccccc23)C(=O)NCCCN2CCOCC2)cc1OC	3.7%	-13.2%	-0.4%	-21.1%	3.3	0.3	-6.9%	11.6%	-21.0%
27	Cc1ccc(-c2[nH]nc3c2C(c2ccccc2OC(=O)N2CCOCC2)C(C#N)=C(N)O3)cc1 (stereo not drawn)	0.2%	-11.3%	-27.1%	9.3%	x	-4.2	7.1%	5.4%	-4.0%
28	O=C1C=CC(=O)N1c1ccc(OC(F)F)cc1	-23.2%	3.36µM*	u	4.6%	u	-6.5	-22.5%	0.0%	-19.8%
29	O=C(CSc1nc2ccccc2c(=O)n1CCCC(=O)N1CCCC1)NCc1ccco1	-6.2%	-7.9%	-13.1%	13.7%	-4.7	-2.3	5.5%	-18.4%	i
30	O=C(Nc1ccccc1Cl)c1cccc(NC(=O)c2cccs2)c1	14.0%	-2.6%	21.7%	-14.9%	-0.1	-1.3	10.9%	u	-5.3%
31	Cc1ccc(-c2nc(SCC(=O)NCC3CCCO3)c(-c3ccc(C)cc3)[nH]2)cc1 (stereo not drawn)	4.4%	-18.1%	-6.0%&-18.3%	-2.5%	-2.1	-2.6	4.4%	u	-19.9%
32	CCOC(=O)C1CCCN(C(=O)c2cccc(S(=O)(=O)N(C)c3ccc(C)cc3)c2)C1 (stereo not drawn)	5.1%	-14.8%	-10.4%	-7.7%	3.2	-1.1	6.7%	u	-8.3%
33	Cc1ccc(NC(=S)N2CCCN(Cc3ccc(F)cc3)C2)c(C)c1	11.7%	-16.7%	-25.7%	u	7.5	0.0	1.3%	u	-11.8%
34	CC(NC(=O)Nc1ccc(Cl)cc1)c1ccccc1 (stereo not drawn)	5.3%	-10.0%	-2.0%	-21.4%	0.1	-0.2	8.9%	u	-27.6%
35	CCOC(=O)C1CCN(C(=O)CSc2ccccc2Cl)CC1	10.2%	-11.2%	-0.7%[7.66 µM]	-19.1%	-2.9	2.8	0.4%	-17.1%[7.66 µM]	-9.5%
36	Cc1cccc(C(=O)Nc2nccs2)c1[N+](=O)[O-]	17.1%	-12.4%	-16.7%	-6.5%	0.4	0.9	-7.5%	0.1%	i
37	Cc1cc(NC(=O)c2cc(Cl)ccc2Cl)no1	1.2%	-13.4%	11.9%	6.0%	x	-0.9	-3.6%	66.4%[activator]	i
38	O=C(O)c1ccc(CSc2nnc(-c3cccnc3)n2-c2ccc(Br)cc2)cc1	-5.7%	-14.1%	2.9%	-9.4%	4.5	-3.6	0.7%	11.0%	u
39	Cc1cc(C)cc(NC(=S)N2CCN(C(=O)c3ccco3)CC2)c1	-0.8%	-20.9%	20.2%	9.6%	-1.3	0.7	5.3%	-4.1%	i
40	CC(C)Oc1ccc(S(=O)(=O)N2CCOCC2)cc1NC(=O)c1ccc(N2CCCC2=O)cc1	5.0%	-1.7%	-5.1%	-22.2%	5.3	-0.7	-5.4%	23.1%	-27.9%
41	CNc1c(NS(=O)(=O)c2ccc(F)cc2)c(=O)oc2ccccc12	9.4%	0.3%	-6.2%	-0.3%	1.6	0.3	1.1%	1.9%	i
